DRD3 antagonist – qHTS of D3 Dopamine Receptor Antagonist: qHTS; D(3) dopamine receptor (Homo sapiens), P35462; D3R cells, DiscoveRx beta-arrestin luminescence, antagonist mode; stronger effect = lower value; actives 2.5% (n = 360,000); max response, negative = inhibition, %; in the data active = max response below about -50%; inconclusive = no clear call, values can overlap the other calls; note: % is set by controls: 0 for no effect and ±100 for the full control effect; mostly tested at two doses, the higher about 12 µM
Target sequence (P35462 whole entry, looked up): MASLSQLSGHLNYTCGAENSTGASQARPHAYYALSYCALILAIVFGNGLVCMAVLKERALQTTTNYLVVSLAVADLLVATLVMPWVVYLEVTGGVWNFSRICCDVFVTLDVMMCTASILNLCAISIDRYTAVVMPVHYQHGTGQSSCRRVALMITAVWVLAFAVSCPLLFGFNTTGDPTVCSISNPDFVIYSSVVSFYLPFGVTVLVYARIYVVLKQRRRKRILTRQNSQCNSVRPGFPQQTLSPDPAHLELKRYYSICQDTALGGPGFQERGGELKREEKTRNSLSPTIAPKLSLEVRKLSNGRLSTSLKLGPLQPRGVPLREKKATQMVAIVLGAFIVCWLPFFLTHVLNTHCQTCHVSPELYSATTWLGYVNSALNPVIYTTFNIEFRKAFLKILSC
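Cells plated overnight at 1500 cells/well, then exposed to library compounds with dopamine controls for 90 minutes at 37 degrees C. DiscoveRx reagent added for 30–60 minutes at room temperature; luminescence read, quantitative HTS format.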
EPAC2 antagonist – qHTS for Antagonist of cAMP-regulated guanine nucleotide exchange factor 2 (EPAC2): primary screen. EPAC2 GEF exchange of Rap1B-BODIPY-GDP, fluorescence. actives 0.18% (n = 360,000). Potency, µM (titrated, usually from 114 µM), for inactives: at the highest dose activity, negative = inhibition, actives largely listed as inhibitors; note: potency is the fitted concentration of half-maximal effect; % is set by controls: 0 for no effect and ±100 for the full control effect; nearly all actives have a fitted effect of over 45% in size; many of its hits are not listed in these tables
DRD3 agonist – qHTS of D3 Dopamine Receptor Agonist: qHTS; D3R DiscoveRx beta-arrestin cells, luminescence, 90 min; max activation, %; actives 0.58% (n = 410,000); AID 652048, 2013; in the data active = max activation above about 30%; note: 0% is about no effect; mostly tested at two doses, the higher about 12 µM
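Agonist mode: compounds and dopamine controls were applied to plated cells for 90 min at 37 degrees C after an overnight attachment at 1500 cells/well. Luminescent read-out followed 30 - 60 minutes at room temperature with DiscoveRx detection reagent.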
Mm-Cpn inhibitor – Inhibitors of TCP-1 ring complex (TRiC) of Methanococcus maripaludis (MmCpn): qHTS; Chaperonin Mm-Cpn (Methanococcus maripaludis); purified Mm-Cpn ATPase, ADP Transcreener TR-FRET; Potency, µM (series often up to 76.9 µM), for inactives: at the highest dose activity, negative = inhibition, most hits filed as inhibitors; actives 0.031% (n = 330,000); AID 504842, 2011; note: potency is the fitted concentration of half-maximal effect; % is set by controls: 0 for no effect and ±100 for the full control effect; nearly all actives have a fitted effect of over 80% in size
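Eu-cryptate anti-ADP/ADP-d2 competition gives a ratio inversely related to ADP. Enzyme at 25 nM was pre-exposed to compound for 10 min, then given 10 uM ATP for 30 min, 37°C throughout.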
pAkt inh – HTS Assay for Inhibitors of Akt Phophorylation: Primary Screen; Neuro2A IGF-stimulated pAkt S473 HTRF, 20 min; stronger effect = lower value; activity change, % for hits at 50 µM; actives 0.32% (n = 360,000); AID 651550, 2012; in the data active = activity change below about -80%; inconclusive = mostly about -51% to -80%; note: % is set by controls: 0 for no effect and ±100 for the full control effect
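Neuro2A cells in DMEM with 0.5% FBS, overnight at 37 deg C, given compound at single 50 µM final, then IGF (6 nM final) for 20 min at 37 deg C. Lysed; phospho-Akt Ser473 by HTRF after 24 h, 665/615 ratio.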
PTHR1 agonist – qHTS for PTHR1 Agonists: Primary Screen. Parathyroid hormone/parathyroid hormone-related peptide receptor (Homo sapiens), Q03431. HEK293 GP2 PTHR1 cells, GloSensor cAMP luminescence, 1 h. Potency, µM (highest dose often 115 µM), for the others: top-dose activation, usual class: activators. actives 0.075% (n = 410,000). AID 743266, 2014; note: potency is the fitted concentration of half-maximal effect; nearly all actives have a fitted effect of over 55% in size; some results filed as inactive show a strong effect at the top dose; inactives centre near -15; many of its hits are not listed in these tables
Target sequence (Q03431 whole entry, looked up): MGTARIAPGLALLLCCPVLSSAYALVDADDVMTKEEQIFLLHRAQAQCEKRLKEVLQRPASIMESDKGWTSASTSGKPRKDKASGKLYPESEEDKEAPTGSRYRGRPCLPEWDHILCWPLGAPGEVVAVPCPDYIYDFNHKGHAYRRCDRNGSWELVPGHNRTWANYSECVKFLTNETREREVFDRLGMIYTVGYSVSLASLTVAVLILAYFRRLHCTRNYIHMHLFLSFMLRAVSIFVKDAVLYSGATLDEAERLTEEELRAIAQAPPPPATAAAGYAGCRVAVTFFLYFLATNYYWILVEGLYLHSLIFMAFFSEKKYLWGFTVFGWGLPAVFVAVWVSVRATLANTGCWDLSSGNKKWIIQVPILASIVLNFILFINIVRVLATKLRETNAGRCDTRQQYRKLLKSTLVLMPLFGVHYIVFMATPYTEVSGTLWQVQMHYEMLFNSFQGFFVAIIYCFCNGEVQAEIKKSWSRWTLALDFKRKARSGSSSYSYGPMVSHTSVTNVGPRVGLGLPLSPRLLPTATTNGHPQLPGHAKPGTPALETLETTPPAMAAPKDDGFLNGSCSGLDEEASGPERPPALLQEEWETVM
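HEK-293-derived GP2 cells expressing PTHR1 and a GloSensor cAMP reporter, 3,000/well, plated overnight, given luciferin plus IBMX (each 0.5 mM as added) for 1 h at 37 °C, then compound for 1 h at 37 °C. Luminescence was read after 15 min at room temperature.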
CCT chaperon mod – High-Throughput Screening for Modulators of Cytosolic Chaperonin Activity; activity change, % (concentration not given with the values), hits read low; AID 651819, 2012; actives 0.3% (n = 360,000); purified chaperonin ATPase assay, HTRF ADP detection, 30 min; in the data active = activity change below about -30%; note: % is set by controls: 0 for no effect and ±100 for the full control effect
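TRiC (40 or 20 nM final, by batch activity) in 30 mM Tris pH 7.4, 100 mM KCl, 5 mM MgCl2, 1 mM DTT was treated with compound at 76 uM single dose, then 10 uM ATP, 30 min at 37 °C. ADP was read by HTRF Transcreener.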
EPAC2 agonist – qHTS for Agonist of cAMP-regulated guanine nucleotide exchange factor 4 (EPAC2): primary screen; Rap guanine nucleotide exchange factor 4 (Homo sapiens), Q8WZA2; EPAC2 activation, biochemical qHTS; response scale: 100% = 6.5 mM cAMP response; Potency, µM (top dose mostly 154 µM), for the others: at the highest dose activation, actives largely listed as activators; actives 0.079% (n = 360,000); note: potency is the fitted concentration of half-maximal effect; nearly all actives have a fitted effect of over 50% in size
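Each well held 100 nM EPAC2, 250 nM RAP1B-BODIPY-GDP and 50 uM GDP. Fluorescence, read at 5-min intervals to 30 min, was referenced to a 6.5 mM cAMP positive control.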
* hit, by the source's call; i = inactive; ? = inconclusive; · = no result given; & = joins results of further samples; [ ] = remark or other dose. Unless noted, calls come from the whole dose curve; as a rule, active = well fitted curve in the direction sought with a large enough effect; inconclusive = small, poorly fitted or top-dose-only effect, or another doubt; inactive = no such curve, though single readings can be large; an effect the other way counts as inactive or inconclusive. The list is partial, so the mix of outcomes need not match the whole.

SMILES	DRD3 antagonist	EPAC2 antagonist	DRD3 agonist	Mm-Cpn inhibitor	pAkt inh	PTHR1 agonist	CCT chaperon mod	EPAC2 agonist
COc1ccc(OC)c(C2=NOC(C(=O)NCc3ccco3)C2)c1 (stereo not drawn)	13	-2%	3	0%	i	-23%[57.5 µM]	0.2	-3%
CCNC(=O)COC(=O)Cc1ccc(Cl)cc1Cl	11	14%	7	-3%	i	-37%[inhibitor]	-2.1	2%
O=C(COC(=O)c1ccc([N+](=O)[O-])s1)Nc1ccccc1	2	-21%	0	-9%	i	i	-1.5	4%
O=[N+]([O-])c1cccc(/C=N/n2c(COc3ccccc3)n[nH]c2=S)c1	-2	-6%	-31	1%	i	i	-0.5	-10%
C=CCn1c(SCc2ccc(C#N)cc2)nnc1-c1cccc(Cl)c1	0	8%	-3	-2%	i	?	1.4	13%
COc1ccc(NC(=S)N2CCN(C(=O)C3CCCO3)CC2)cc1 (stereo not drawn)	-21	-2%	-14	0%	i	-4%	-2.7	0%
COc1ccccc1CCC(=O)Oc1ccccc1C#N	-6	-21%	-8	3%	i	i	1.3	10%
CCc1nnc(N2C(=O)c3cccc4cccc(c34)C2=O)s1	0	2%	-11	0%	i	7%[57.5 µM]	-4.5	7%
C[C@@H]1CNC(=O)c2c(C(=O)Nc3cccc(Cl)c3)ncn21	-17	1%	6	·	i	-10%	-0.1	-5%
CCc1ccc2c(COC(=O)C3CSC4(C)CCC(=O)N34)cc(=O)oc2c1 (stereo not drawn)	15	-14%	-1	0%	i	-34%[inhibitor]	2.1	-2%
COC(=O)CCN1CCc2cc(N=Nc3ccc([N+](=O)[O-])cc3)ccc21	-10	6%	-6	-1%	i	-28%	-0.7	5%
COc1cccc(NC(=O)c2nn(C)c3c2CS(=O)(=O)c2ccccc2-3)c1	3	-1%	0	0%	i	-3%	-0.4	-11%

An excerpt from above with just pAkt inh, PTHR1 agonist and DRD3 antagonist.
SMILES,pAkt inh,PTHR1 agonist,DRD3 antagonist
COc1cccc(NC(=O)c2nn(C)c3c2CS(=O)(=O)c2ccccc2-3)c1,i,-3%,3
COc1ccc(NC(=S)N2CCN(C(=O)C3CCCO3)CC2)cc1 (stereo not drawn),i,-4%,-21
COc1ccccc1CCC(=O)Oc1ccccc1C#N,i,i,-6
O=C(COC(=O)c1ccc([N+](=O)[O-])s1)Nc1ccccc1,i,i,2

The main list resumes, repeating the 4 entries before the break.
SMILES	DRD3 antagonist	EPAC2 antagonist	DRD3 agonist	Mm-Cpn inhibitor	pAkt inh	PTHR1 agonist	CCT chaperon mod	EPAC2 agonist
C[C@@H]1CNC(=O)c2c(C(=O)Nc3cccc(Cl)c3)ncn21	-17	1%	6	·	i	-10%	-0.1	-5%
CCc1ccc2c(COC(=O)C3CSC4(C)CCC(=O)N34)cc(=O)oc2c1 (stereo not drawn)	15	-14%	-1	0%	i	-34%[inhibitor]	2.1	-2%
COC(=O)CCN1CCc2cc(N=Nc3ccc([N+](=O)[O-])cc3)ccc21	-10	6%	-6	-1%	i	-28%	-0.7	5%
COc1cccc(NC(=O)c2nn(C)c3c2CS(=O)(=O)c2ccccc2-3)c1	3	-1%	0	0%	i	-3%	-0.4	-11%
COc1ccc(NC(=O)CSc2nnc(NC(=O)c3ccco3)s2)cc1	-11	4%	2	1%	i	i	-4.0	12%
COc1cc2c(cc1OC)-c1nc3ccccc3c(=O)n1C(C)(C)C2	5	0%	9	3%	i	-4%	-4.3	14%
COc1ccc(C(CNC(=O)c2cccc(S(=O)(=O)Nc3ccc(C)cc3)c2)N2CCCCC2)cc1 (stereo not drawn)	-64*	-8%	-33	0%	i	-12%	1.5	-2%
CC1(C(=O)NCCC#N)CCN1C(=O)Cc1ccc(-c2ccccc2)cc1 (stereo not drawn)	2	12%	0	·	i	i	0.2	6%
Cc1cccc(C)c1Nc1nnc(SCC(=O)NCCCN2CCCC2=O)s1	-6	-7%	-6	3%	i	3%	-3.9	5%
CCOc1ccc(CCNC(=O)CSc2cc(=O)n(C)c3cc(Cl)ccc23)cc1OCC	-5	5%	-11&-1	-4%	i	i	0.6	-18%
O=C(OCc1ccc([N+](=O)[O-])cc1)c1cc2ccccc2oc1=O	10	8%	-3	·	i	-23%	1.1	7%
COc1cc(/C=C(\C#N)c2nc3ccc(C)cc3[nH]2)c([N+](=O)[O-])cc1OC	-52*	-4%	-3	0%	i	-3%	-2.4	6%
O=C(O)CSc1nnc(-c2cc3ccccc3o2)n1-c1ccccc1	-4	-4%	-4	1%	i	i	1.4	9%
CCOC(=O)/C=C/[C@H]1CCc2cccc(C)c2O1	-63*	10%	5	1%	i	-24%	1.3	10%
Cc1c(C(=O)N/N=C/c2ccncc2)nnn1-c1nonc1N	2	3%	10	0%	i	-8%	1.5	10%
CCOC(=O)C1=C(CS(=O)(=O)c2ccc(C)cc2)NC(=O)NC1c1ccc(O)c(OC)c1 (stereo not drawn)	15	5%	3	-1%	i	i	-18	2%
COc1ccc(S(=O)(=O)Nc2cc(C)ccn2)cc1OC	10	3%	7	1%	i	-4%[57.5 µM]	0.3	14%
C/C(CC(=O)NC1CCCC1)=N\NC(=O)Cc1cccs1	-18	17%	-6	1%	i	i	1.9	-2%
CC1CCN(C2=NC(=O)/C(=C/c3ccc(O)cc3)S2)CC1	-7	10%	-14	-4%	i	-36%[inhibitor]	0.0	-4%
O=c1c2ccccc2nc(/C=C/c2ccc([N+](=O)[O-])cc2)n1CCCO	3	6%	4	-9%	i	-1%	3.3	1%
CC(=O)c1cccc(S(=O)(=O)N2CCN(c3ccccc3F)CC2)c1	-12	-7%	-12&10	-1%	i	-52%&0%[inhibitor]	0.4	15%
O=C(N/N=C1/CC(c2ccccc2)Oc2ccccc21)C1CC1 (stereo not drawn)	-6	15%	16	0%	i	i	0.9	-1%
O=C(COC(=O)C1CC2CCCC(C1)C2=O)c1cccc(Br)c1 (stereo not drawn)	-15	-8%	1	1%	i	-8%	0.3	12%
O=C(NC(=S)NCc1cccnc1)c1ccc([N+](=O)[O-])cc1	-1	2%	-4	2%	i	-24%	-1.6	5%
CC(=O)Nc1cccc(OCCCNC(=O)C2CCC2)c1	21	-6%	-5	2%	i	i	0.3	-1%
O=C(NCC1CCCO1)c1ccc(Cl)c(S(=O)(=O)Nc2ccccc2)c1 (stereo not drawn)	-19	-12%	-8	-3%	i	-12%	-1.5	?
CCOC(=O)c1c(C)[nH]c(-c2csc(N)n2)c1C	?	0%	-15	-6%	i	-15%	-1.5	6%
COc1cccc(C2CCCN2Cc2nc(CC3CC3)no2)c1 (stereo not drawn)	3	-1%	1	1%	i	-2%	-3.8	-4%

One compound at a time, from the list above. Values in the order: DRD3 antagonist, EPAC2 antagonist, DRD3 agonist, Mm-Cpn inhibitor, pAkt inh, PTHR1 agonist, CCT chaperon mod, EPAC2 agonist
Listed for `CCNC(=O)COC(=O)Cc1ccc(Cl)cc1Cl` : 11, 14%, 7, -3%, i, -37%[inhibitor], -2.1, 2%
Listed for `C/C(CC(=O)NC1CCCC1)=N\NC(=O)Cc1cccs1` : -18, 17%, -6, 1%, i, i, 1.9, -2%
Listed for `CCc1ccc2c(COC(=O)C3CSC4(C)CCC(=O)N34)cc(=O)oc2c1` (stereo not drawn) : 15, -14%, -1, 0%, i, -34%[inhibitor], 2.1, -2%

Next records follow.
SMILES	DRD3 antagonist	EPAC2 antagonist	DRD3 agonist	Mm-Cpn inhibitor	pAkt inh	PTHR1 agonist	CCT chaperon mod	EPAC2 agonist
CCC(CC)C(=O)c1c[nH]c(C(=O)NCc2ccccc2)c1	6	1%	-5	1%	i	-2%	1.6	9%
CN1CCN(c2ccc(Cl)cc2NC(=O)c2ccc(=O)n(C)n2)CC1	-13	5%	-5	-2%	i	-20%	-2.5	8%
Cc1ccc(C(C)C)c(OCC(=O)NNC(=O)CC2OC(=O)c3ccccc32)c1 (stereo not drawn)	8	-13%	0	2%	i	-62%[inhibitor]	1.7	-17%
CCOc1ccccc1N1CCN(C(=O)c2cc3ccccc3cc2OC)CC1	3	-1%	1	-6%	i	i	-1.6	10%
N/C(=N\OC(=O)c1ccccc1F)c1cccc([N+](=O)[O-])c1	6	5%	1	0%	i	-15%	1.3	-2%
COC(=O)CCC(NC(=O)c1cc(-c2ccc3c(c2)OCCO3)oc1C)C(=O)OC (stereo not drawn)	9	-8%	5	0%	i	-1%	-3.4	7%
Fc1cccc(Cl)c1Cn1nnc2c(NCc3ccccn3)ncnc21	-14	-1%	-3	1%	i	-3%[57.5 µM]	-3.5	13%
Cn1cnc([N+](=O)[O-])c1Sc1nnc(-c2cccnc2)n1C	-7	1%	-5	-4%	i	-17%	-1.7	-1%
Cc1ccccc1N1C(=O)C2ON(c3ccccc3)C(c3cccnc3)C2C1=O (stereo not drawn)	-11	4%	6	0%	i	-2%[57.5 µM]	-2.1	-11%
O=C(CN1C(=O)NC2(CCCC2)C1=O)Nc1cc(Cl)ccc1N1CCCC1	-16	-11%	-8	-3%	i	-2%	-0.4	13%
COc1ccccc1-n1nnnc1SCc1cc2c(cc1Br)OCO2	-7	-2%	-6	-9%	i	i	-0.8	19%

Screens as filed in PubChem.
